rCAG RNA binder: binds r(CAG) RNA repeats | r(CAG) RNA repeat, TO-PRO-1 dye displacement fluorescence | inhibition, % at 3 µM | 370,000 tested, 1.3% active;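 active = inhibition above the plate cutoff, the mean of all test compounds on that plate plus 3 SD, cut at about 35% in these data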;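 note: 0% = DMSO alone and 100% = 100 µM mitoxantrone as full dye displacement; higher means more dye released from RNA so lower well fluorescence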
ARFGAP1 inhibitor: rat ARFGAP1 inhibition; Q62848; Arfgap1-stimulated ARF1 GTP hydrolysis, GDP FP detection; inhibition, % at 16.5 µM; 360,000 tested, 0.26% active; AID 651572;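 active = inhibition above a per-plate limit, mean inhibition of low control wells plus 3 SD, cut at about 25% in these data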;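 note: 0% = DMSO wells with enzyme and 100% = wells lacking Arfgap1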
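System: truncated rat Arfgap1 GAP domain / Medium: HEPES-based buffer, pH 7.5 / Also added: N-terminally truncated human ARF1-GTP substrate / Incubation: enzyme reaction 120 min at 25 °C after 20 min preincubation / Measured by: FP of antibody-bound GDP Alexa 633 tracer, ex 620/em 688 nm / Replicates: singlicate, each compound tested once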
PG9 binder: binds the HIV-1 gp120 antibody PG9; TR-FRET gp120-PG9 antibody binding; inhibition, % at 6.7 µM; 360,000 tested, 0.43% active; in the data active = inhibition above about 8.5%
GC-B act: GC-B (human) receptor activation | P20594 | HEK293-GC-B cells, CNP EC30, cGMP TR-FRET; 0% at EC30 CNP, 100% saturating CNP | activation, % at 10 µM | 370,000 tested, 0.11% active;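 active = activation at 10 µM reaching about 35% in either raw or pattern-adjusted values, limit read from the data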
Target sequence (P20594 whole entry, looked up): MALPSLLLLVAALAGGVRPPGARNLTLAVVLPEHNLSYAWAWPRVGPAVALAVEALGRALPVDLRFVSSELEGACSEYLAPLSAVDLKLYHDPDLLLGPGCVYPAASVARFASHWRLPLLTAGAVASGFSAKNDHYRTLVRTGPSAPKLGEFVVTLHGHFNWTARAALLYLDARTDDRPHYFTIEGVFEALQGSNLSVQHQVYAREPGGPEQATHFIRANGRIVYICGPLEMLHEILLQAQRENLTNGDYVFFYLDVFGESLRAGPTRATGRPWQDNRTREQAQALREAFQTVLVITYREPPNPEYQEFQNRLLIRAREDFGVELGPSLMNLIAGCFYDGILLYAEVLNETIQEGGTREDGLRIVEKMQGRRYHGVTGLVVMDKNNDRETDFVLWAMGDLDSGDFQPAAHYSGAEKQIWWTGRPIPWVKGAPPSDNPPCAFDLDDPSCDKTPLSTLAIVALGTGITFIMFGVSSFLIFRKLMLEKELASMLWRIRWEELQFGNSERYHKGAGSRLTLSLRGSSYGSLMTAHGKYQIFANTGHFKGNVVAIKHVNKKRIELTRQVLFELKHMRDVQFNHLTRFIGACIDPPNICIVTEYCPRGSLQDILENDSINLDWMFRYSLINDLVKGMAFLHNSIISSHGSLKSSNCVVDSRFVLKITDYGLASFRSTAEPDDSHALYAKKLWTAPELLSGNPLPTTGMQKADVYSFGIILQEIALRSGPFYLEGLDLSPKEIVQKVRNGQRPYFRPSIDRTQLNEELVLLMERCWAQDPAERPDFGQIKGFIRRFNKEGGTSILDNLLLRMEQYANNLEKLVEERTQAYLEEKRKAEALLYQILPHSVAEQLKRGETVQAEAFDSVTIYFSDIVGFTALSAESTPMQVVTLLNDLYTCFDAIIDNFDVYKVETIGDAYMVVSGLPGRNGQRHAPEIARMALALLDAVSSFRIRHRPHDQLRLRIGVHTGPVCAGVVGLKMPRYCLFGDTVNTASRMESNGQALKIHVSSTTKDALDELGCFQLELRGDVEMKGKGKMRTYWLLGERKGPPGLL
ASAP1 inh: ASAP1 ArfGAP inhibition; Q9ULH1; ASAP1-stimulated ARF1 GTP hydrolysis, GDP FP detection; inhibition, % at 16.5 µM; 360,000 tested, 0.19% active; in the data active = inhibition above about 25%;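 note: 0% = vehicle with enzyme and substrate and 100% = no enzyme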
NR1D1 modulator: modulators of human Rev-erb alpha DNA binding. P20393. Rev-erbα–FITC-DNA binding, fluorescence polarization, 90 min. activity, % at 10 µM. 370,000 tested, 0.79% active. AID 1259318;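 active = activity above about 14%, limit read from the data; passing the limit was not always enough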;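 note: 0% = DMSO wells with 35 nM protein and 100% = DMSO wells with 750 nM protein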
HTRA1 inh: inhibitors of human serine peptidase HTRA1; AID 504803; recombinant HTRA1, FP-rhodamine activity-based probe, fluorescence polarization; Q92743; inhibition, % at 5.96 µM; 340,000 tested, 0.5% active; in the data active = inhibition above about 36%;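 note: 0% = enzyme with DMSO and 100% = wells lacking enzyme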
SMARCA2 act: SMARCA2 function activation, primary screen. MG213 cells, MMTV-luciferase reporter, dexamethasone, overnight. activation, % at 9.1 µM. 370,000 tested, 1% active. AID 652017; in the data active = activation above about 7.8%;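 note: 0% = vehicle wells and 100% = reference activator wells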
NPR1 activator: GC-A (human) enzyme activation; activation, % at 10 µM; HEK293 GC-A cells, cGMP TR-FRET, EC30 ANP; 0% at EC30 ANP, 100% saturating ANP; P16066; 370,000 tested, 0.14% active; in the data active = activation above about 40%
mABHD4 FP: ABHD4 (mouse) inhibition, primary FP screen; purified mABHD4, FP-Rh probe fluorescence polarization; inhibition, % at 8.92 µM; 370,000 tested, 0.54% active; AID 720543;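 active = inhibition exceeding the mean over every tested compound plus 3 SD, cut at about 30% in these data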;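 note: 0% = plate median of compound wells and 100% = S159A mutant with DMSO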
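Test system: mABHD4 protein | Buffer or medium: HEPES pH 7.0 buffer, 150 mM NaCl, 0.01% Pluronic F-127 | Probe or stimulus: FP-Rh fluorescent activity-based probe, added after compound pre-incubation | Timing: Pre-incubation 45 min, probe exposure 60 min, at 25 °C | Technique: Fluorescence polarization, excitation 525 nm, emission 598 nm, BODIPY TMR filters | Repeats: Single well per compound (singlicate)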
* hit, by the source's call; x = not tested or not shown. Rows are unselected, and some 4.4% of all compounds hit somewhere here.

Value order – rCAG RNA binder, ARFGAP1 inhibitor, PG9 binder, GC-B act, ASAP1 inh, NR1D1 modulator, HTRA1 inh, SMARCA2 act, NPR1 activator, mABHD4 FP
1) O=C(Nc1nnc(C(F)(F)F)s1)c1ccc(N2C(=O)C3C4C=CC(C4)C3C2=O)cc1 (stereo unspecified)
 : 25, 15, 4.9, 3, -10, -2, 2, -1, 2, -4
2) CCCCOCC1CN(Cc2ccccc2OC)S(=O)(=O)c2cc(Cl)ccc2O1 (stereo unspecified)
 : 3, 5, -0.6, -5, -9, -6, x, -4, 2, -11
3) COc1ccccc1NC(=O)C1=C(C)NC(SCC(=O)Nc2ccc(C(=O)O)cc2)=C(C#N)C1c1cccs1 (stereo unspecified)
 : 46*, 7, 0.2, 6, 13, 2, -23, 5, 1, -15
4) O=C(c1cc(S(=O)(=O)N2CCC3(CC2)OCCO3)ccc1F)N1CCCCC1
 : -5, 16, -0.3, 8, 9, -1, 0, -1, 4, -2
5) Cc1nnnn1-c1cccc(C(=O)O)c1
 : 0, -9, 3.0, 2, 0, 3, 0, -1, 1, 6
6) C=C(C)C#CC(Cc1ccccc1)NCC1CC1 (stereo unspecified)
 : 1, x, x, -8, x, 6, x, -5, -9, 10
7) CC(C)(C)c1cc(C(=O)NCc2ccccc2)ccn1
 : -6, 4, -0.4, 9, -2, 4, -5, -3, 5, 8
8) CC(=O)c1ccc(S(=O)(=O)Nc2ccc(C(=O)NCC(c3ccco3)N3CCCC3)cc2)cc1 (stereo unspecified)
 : 15, -6, -1.8, 5, -7, 6, -4, -3, 2, -6
9) Cn1c(=O)c2c(nc(N3CCCCCC3)n2CC(=O)c2ccc(Br)cc2)n(C)c1=O
 : -3, 3, -0.2, -9, -8, 1, -6, 0, -6, 4
10) COc1ccc(NC(=O)c2sc(NC(=O)COc3ccccc3)nc2C)cc1
 : 2, 13, -1.1, -4, -8, 2, -5, 2, 1, 50*
11) O=C(NCCOc1ccccc1)c1cccc(S(=O)(=O)N2CCN(Cc3ccccc3)CC2)c1
 : 3, 3, 1.0, 3, -7, 8, -22, -3, 0, -17
12) NC(=O)NC(=O)C(c1ccccc1)N1CCN(S(=O)(=O)c2ccc(Br)s2)CC1 (stereo unspecified)
 : 3, 10, -0.6, -4, -8, 4, -13, 1, -5, -2
13) CCCNC(=O)COc1nc2ccccc2nc1N1CCOCC1
 : -3, -4, -1.3, -4, 9, 1, 2, -1, 1, 6
14) O=C(CSc1nc(O)cc(=O)n1-c1ccccc1)Nc1ccccn1
 : 28, 0, 1.1, 0, -4, -5, -10, -3, -2, -1
15) O=C1OC(C(Cl)(Cl)Cl)Nc2ccccc21 (stereo unspecified)
 : 0, 7, 0.1, 4, -10, -11, x, 3, 4, 4
16) Cc1cc(C(C)(C)C)cc(C)c1COC(=O)CN1C(=O)NC2(CCCC2)C1=O
 : 1, -7, 1.1, 5, -6, 2, -2, 1, 0, -4
17) COc1ccc(C2CC(c3ccccc3)n3nc(NC(=O)c4cccs4)nc3N2)cc1 (stereo unspecified)
 : 1, -4, 0.0, -4, 13, -4, 10, 2, -3, -5
18) C=CCn1c(-c2ccccn2)n[nH]c1=S
 : -1, 3, -0.8, 2, -11, -3, x, -3, 4, 2
19) COC(=O)c1ccccc1NC(=O)NCC1CCN(Cc2ccc(OC)cc2)CC1
 : 2, x, x, -7, x, 5, x, -3, -1, 6
20) O=C(CSc1n[nH]c(-c2ccc(Cl)cc2Cl)n1)Nc1ccccn1
 : 2, 6, -0.4, -3, 18, -2, -1, -1, 5, -3
21) CC1Oc2ccccc2N(CC(=O)Nc2ccc3c(c2)OCCO3)C1=O (stereo unspecified)
 : 2, 6, -4.1, 1, -5, -10, -6, -4, 2, -13
22) c1ccc(-n2nnnc2-n2cnc3ccccc32)cc1
 : -3, 8, 1.7, 0, 3, 2, 3, -1, 1, -3
23) NS(=O)(=O)c1cc(C(=O)OCC(=O)N2CCOCC2)ccc1Cl
 : -1, -11, -1.1, 1, -10, 5, 4, -2, -7, 5
24) COCCN(C(=O)c1ccccc1F)c1c(N)n(Cc2ccccc2)c(=O)[nH]c1=O
 : -2, -2, 0.7, 2, -7, 1, 2, 1, -2, 2
25) O=c1[nH]c2cc(Cl)c([N+](=O)[O-])nc2[nH]1
 : 0, 1, -1.1, 2, -10, 3, 1, -1, 1, 4
26) O=[N+]([O-])c1ccc(/C=N/n2c(C3CCCCC3)n[nH]c2=S)cc1
 : 5, 3, -2.8, 4, -1, -5, -3, 3, 1, 1
27) Cc1ccc(N(C(=O)c2csnn2)C(C(=O)NC(C)(C)C)c2cccs2)cc1 (stereo unspecified)
 : -6, -10, 0.0, -7, -2, 0, 1, -3, -11, 2
28) COc1ccc(Nc2nc(C)cc(C)c2C#N)c(OC)c1
 : 0, -2, 0.6, -3, -12, -9, 6, -2, -9, -1
29) CCOC(=O)c1nc(C)nc(Sc2n[nH]c(-c3cc(Cl)cc(Cl)c3)n2)c1C
 : 8, 5, -1.9, -2, -3, -6, -6, -3, 2, -2
30) Cc1n[nH]c(C)c1CCOc1ccc(C(C)C)cc1
 : -6, -11, -0.5, -3, 11, -8, -7, -2, 6, 3

A few values from above:
Cc1ccc(N(C(=O)c2csnn2)C(C(=O)NC(C)(C)C)c2cccs2)cc1 (stereo unspecified) @ mABHD4 FP = 2
CC(=O)c1ccc(S(=O)(=O)Nc2ccc(C(=O)NCC(c3ccco3)N3CCCC3)cc2)cc1 (stereo unspecified) @ mABHD4 FP = -6

The list goes on.
Value order – rCAG RNA binder, ARFGAP1 inhibitor, PG9 binder, GC-B act, ASAP1 inh, NR1D1 modulator, HTRA1 inh, SMARCA2 act, NPR1 activator, mABHD4 FP
31) COc1ccc(-c2ccc(CN3C(CC(C)C)C(=O)N(Cc4cn(Cc5ccco5)nn4)CCS3(=O)=O)cc2)cc1OC (stereo unspecified)
 : 11, -2, -0.7, 5, -14, 5, -18, -1, -1, -6
32) COc1ccc(NC(=S)N(C)CC2COc3ccccc3O2)cc1 (stereo unspecified)
 : 1, -13, 0.7, 5, -23, 1, -1, -4, 0, -2
33) Cc1ccc(N2C(=O)CC(Sc3ccccc3C(=O)O)C2=O)cc1C (stereo unspecified)
 : 3, 2, -1.4, 1, -1, -1, 7, -3, 6, 6
34) O=C(NCc1ccncc1)C1CCCN(S(=O)(=O)Cc2ccccc2)C1 (stereo unspecified)
 : 2, 13, -1.4, 1, -6, -6, 3, -2, 0, -1
35) CCOC(=O)c1ccccc1NC(=O)C1CSC2(C)CCC(=O)N12 (stereo unspecified)
 : -5, -9, -0.7, -1, -6, 7, 1, -2, 0, -2
36) CCCCCCN1C[C@H](n2cc(COC(=O)c3ccccc3)nn2)[C@@H](O)C[C@@H]1c1ccccc1
 : 2, 18, 0.0, -4, 13, 4, -34, -3, -3, -9
37) Fc1ccccc1CNC(=S)NCc1ccc(Cl)cc1
 : 2, 8, 0.8, -3, 6, 3, -15, -3, 1, -27
38) COc1ccc(-c2nc(Cc3ccc(Cl)cc3)no2)cc1OC
 : 2, 12, -3.5, 4, -3, -3, 5, 1, 0, 1
39) Cc1cc(Cl)c(S(=O)(=O)NC2CCCCC2)cc1OCC(=O)Nc1nncs1
 : 3, 0, -0.2, 4, 3, 1, 4, 0, 1, 2
40) Cc1ccc(/C=N/NC(=O)c2ccc(OC3CCCC3)cc2)o1
 : -4, 5, 0.5, 5, 6, 1, -31, -1, 1, 2
41) S=C(NCCCN1CCOCC1)Nc1ccc(N2CCOCC2)cc1
 : -2, 3, 0.6, -4, 6, -4, 1, -2, -2, -3
42) COc1cc(C(=O)NNC(=O)CCOc2ccccc2C)cc(OC)c1OC
 : 2, 6, 1.5, 0, 12, 0, -8, 1, -3, -1
43) Cc1ccc(Cc2cncc(O)c2)cc1S(=O)(=O)O
 : 6, -3, 1.0, 1, 2, -2, 8, 3, 0, 3
44) CCCOC1CCCN(C(=O)c2cc(COc3cncc(Cl)c3)on2)C1 (stereo unspecified)
 : -4, 6, 1.1, -4, -10, 5, -1, 2, 0, -1
45) COC(=O)[C@]1(C)N[C@H](CN(C)C(=O)NC(C)C)[C@@H]2C(=O)N(Cc3ccccc3)C(=O)[C@@H]21
 : 1, 10, -0.8, -3, 6, -2, 7, 3, 4, 3
46) Cc1ccc(/C=N/N2CCN(Cc3ccccc3)CC2)o1
 : -7, 5, 0.3, 0, -10, 5, -2, -2, 0, 9
47) COCCCN(C(=O)c1cc2c(s1)CCCCC2)c1c(N)n(Cc2ccccc2)c(=O)[nH]c1=O
 : 4, 1, 0.0, -3, 14, -2, -2, -2, -1, 1
48) O=C1O[C@@H](c2ccccc2)C[C@@H](O)C(=O)CCc2ccccc21
 : 2, 5, -0.2, -5, -4, -3, x, -2, -3, -3
49) Cc1nn(-c2ccccc2)c(C)c1/C=C/C(=O)OCC(=O)Nc1ccc(C(N)=O)cc1
 : 7, 0, -0.4, -1, 19, 0, 11, -5, -6, -5
50) O=C(Nc1ccc(OC(F)(F)F)cc1)Nc1nc2ncccn2c1-c1ccc(C(F)(F)F)cc1
 : 1, x, x, -1, x, 1, x, -1, 4, 11
51) c1ccc(C2Nc3ccccc3C3OCCCC23)cc1 (stereo unspecified)
 : -6, -9, 4.2, 0, -1, -1, 16, -1, 1, -6
52) COc1cc(S(=O)(=O)NCc2cccnc2)ccc1F
 : -3, -4, -1.5, 5, 7, 4, -2, -3, 3, 9
53) Cc1ccc(CNC(=O)c2nnc(Cc3ccc(Cl)cc3)o2)cc1
 : -5, 12, 0.4, -2, -12, -5, -6, -3, -3, -11
54) O=S1(=O)c2c(cccc2N2CCC[C@@H]2CO)O[C@@H]2CCN1C2
 : 2, x, x, 6, x, 7, x, -1, 2, 2
55) COc1ccc(C(=O)Oc2c(OC)cc(C(=S)N3CCOCC3)cc2OC)cc1OC
 : -4, -4, -1.0, 7, -1, 1, -4, -2, 5, 2
56) COc1ccc(CCNC(=O)C2CCN(c3nn4c(=O)cc(C)nc4s3)CC2)cc1OC
 : 2, 13, 2.4, -2, -1, -1, 3, 0, 1, -4
57) Cc1cccc(C(=O)Oc2csc(=S)n2C(=O)c2cccc(C)c2)c1
 : 13, 13, -2.2, -5, -7, 0, 4, -5, 0, 10

Bioassay records deposited in PubChem BioAssay by several laboratories.
